From PubChem BioAssay
Anthrax LF inh2: inhibitors of Bacillus anthracis lethal factor protease; 0.12% of 360,000 active; multiplex microsphere protease cleavage assay, LF; inhibition, % at 10 µM; note: plate controls were buffer without enzyme for full effect and enzyme alone for no effect
SSB-PriA inh: blocks PriA binding to SSB C-terminal tail. AlphaScreen SSBct-PriA binding, biotinylated peptide. inhibition, % at 33 µM. 0.6% of 430,000 active; in the data active = inhibition mostly above about 37%, no sharp cut-off; inactive = mostly below about 20%;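 note: plate controls were negative control peptide for no effect and reference peptide for full effect; strong numbers were not always called active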
PrPC surface inh: inhibitors of human cell surface prion protein PrPC; P04156; TR-FRET read-out; inhibition, % at 13.8 µM; 0.43% of 370,000 active; AID 720596; in the data active = inhibition above about 24%; note: 0% = median of the test wells and 100% = reference compound wells
TcdB GH inh: inhibitors of Clostridioides difficile toxin B glycohydrolase; TcdB glycohydrolase enzymatic assay, plate reader; inhibition, % at 9.99 µM; 0.24% of 350,000 active; AID 652162; in the data active = inhibition above about 10%
Target sequence (P18177 whole entry, looked up): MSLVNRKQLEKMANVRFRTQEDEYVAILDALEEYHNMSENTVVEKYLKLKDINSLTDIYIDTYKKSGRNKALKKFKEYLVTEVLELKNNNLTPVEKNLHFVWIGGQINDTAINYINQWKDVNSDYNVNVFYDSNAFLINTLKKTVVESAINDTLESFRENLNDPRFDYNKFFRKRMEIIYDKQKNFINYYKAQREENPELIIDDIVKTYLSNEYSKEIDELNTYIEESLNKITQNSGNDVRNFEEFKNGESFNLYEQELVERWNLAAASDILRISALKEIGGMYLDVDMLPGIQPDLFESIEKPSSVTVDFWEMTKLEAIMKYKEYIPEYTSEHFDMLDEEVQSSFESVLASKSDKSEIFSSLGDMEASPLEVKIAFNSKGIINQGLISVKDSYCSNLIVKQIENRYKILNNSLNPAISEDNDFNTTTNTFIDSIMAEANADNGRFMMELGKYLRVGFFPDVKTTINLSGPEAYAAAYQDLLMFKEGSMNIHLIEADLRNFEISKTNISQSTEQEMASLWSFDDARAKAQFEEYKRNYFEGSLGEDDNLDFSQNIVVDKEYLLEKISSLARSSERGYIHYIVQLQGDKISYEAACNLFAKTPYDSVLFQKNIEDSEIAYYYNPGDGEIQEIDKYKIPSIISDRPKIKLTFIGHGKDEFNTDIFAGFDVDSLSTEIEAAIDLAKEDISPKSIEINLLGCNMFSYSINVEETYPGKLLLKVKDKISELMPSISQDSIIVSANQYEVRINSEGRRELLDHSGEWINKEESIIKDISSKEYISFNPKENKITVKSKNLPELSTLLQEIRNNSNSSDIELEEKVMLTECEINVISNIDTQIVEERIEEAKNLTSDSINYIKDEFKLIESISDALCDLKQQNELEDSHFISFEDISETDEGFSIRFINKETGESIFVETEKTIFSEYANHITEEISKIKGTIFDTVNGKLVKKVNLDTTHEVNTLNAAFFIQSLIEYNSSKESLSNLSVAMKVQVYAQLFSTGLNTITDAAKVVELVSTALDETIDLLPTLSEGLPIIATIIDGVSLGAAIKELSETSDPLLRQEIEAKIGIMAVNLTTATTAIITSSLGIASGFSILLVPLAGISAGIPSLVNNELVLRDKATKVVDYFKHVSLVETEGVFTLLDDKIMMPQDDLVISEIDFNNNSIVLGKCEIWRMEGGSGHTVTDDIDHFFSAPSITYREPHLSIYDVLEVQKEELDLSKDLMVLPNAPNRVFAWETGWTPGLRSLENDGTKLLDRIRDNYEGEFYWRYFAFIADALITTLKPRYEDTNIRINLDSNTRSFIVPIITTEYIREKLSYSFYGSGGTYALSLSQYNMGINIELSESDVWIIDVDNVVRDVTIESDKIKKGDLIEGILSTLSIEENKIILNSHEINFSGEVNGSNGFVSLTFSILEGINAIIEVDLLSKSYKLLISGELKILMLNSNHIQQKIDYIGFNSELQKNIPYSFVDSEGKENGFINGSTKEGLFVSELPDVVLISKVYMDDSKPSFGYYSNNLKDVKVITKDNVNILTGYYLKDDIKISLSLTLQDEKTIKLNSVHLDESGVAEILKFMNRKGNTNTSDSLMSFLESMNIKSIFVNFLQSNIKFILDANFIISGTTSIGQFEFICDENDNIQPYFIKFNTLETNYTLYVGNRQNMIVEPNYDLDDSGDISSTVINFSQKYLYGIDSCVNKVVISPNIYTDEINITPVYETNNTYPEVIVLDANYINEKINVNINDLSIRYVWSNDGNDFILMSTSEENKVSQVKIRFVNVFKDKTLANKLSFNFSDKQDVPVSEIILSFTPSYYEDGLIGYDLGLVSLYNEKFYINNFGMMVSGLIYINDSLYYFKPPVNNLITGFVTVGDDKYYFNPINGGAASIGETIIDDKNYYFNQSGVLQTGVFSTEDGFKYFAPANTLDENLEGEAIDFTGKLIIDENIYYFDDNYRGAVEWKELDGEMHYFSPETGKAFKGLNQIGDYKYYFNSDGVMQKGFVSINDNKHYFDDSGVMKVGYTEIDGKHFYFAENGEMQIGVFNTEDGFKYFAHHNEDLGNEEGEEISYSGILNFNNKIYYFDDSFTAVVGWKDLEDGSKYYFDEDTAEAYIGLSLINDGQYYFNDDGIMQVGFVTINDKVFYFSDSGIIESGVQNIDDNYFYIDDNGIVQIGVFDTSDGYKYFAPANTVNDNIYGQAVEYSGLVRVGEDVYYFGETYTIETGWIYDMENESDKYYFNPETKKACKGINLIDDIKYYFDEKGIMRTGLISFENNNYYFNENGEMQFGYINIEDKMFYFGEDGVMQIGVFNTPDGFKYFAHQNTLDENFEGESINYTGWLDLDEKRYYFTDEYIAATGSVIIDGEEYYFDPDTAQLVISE
3CLpro inhibitor: SARS-CoV 3CLpro protease inhibition; P0C6X7; recombinant SARS-CoV 3CLpro, quenched FRET peptide cleavage; inhibition, % at 6 µM; 0.14% of 290,000 active; AID 1706; in the data active = inhibition above about 12%
PfHsp40 rescue: compounds rescuing yeast from Plasmodium falciparum HSP40 toxicity; 0.68% of 340,000 active; growth rescue, % at 12.5 µM; S. cerevisiae expressing PfHsp40, growth rescue, ATP luminescence; AID 504582; in the data active = growth rescue above about 28%, passing the limit was not always enough;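 note: yeast W303a lacking pdr1 and pdr3 grown in galactose medium; growth measured after three days at 30 °C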
BH1578 lux ind: quorum light induction in luxS cqsA deficient V. cholerae. activation, % at 18.7 µM. V. cholerae BH1578 lux reporter, luminescence, 6 h. 0.16% of 350,000 active; in the data active = activation mostly above about 9.7%, no sharp cut-off; note: not every result past the cut was called active; inactives centre near 0; reference of the scale not given here
Y pestis TopoI: blocks Yersinia pestis topoisomerase I activity; Y. pestis Topo-I cleavage product accumulation, plate reader; activity, % at 10 µM; 0.064% of 360,000 active; in the data active = activity above about 50%, passing the limit was not always enough; note: inactives centre near 2
BoNT A protease: BoNT A light chain protease inhibition; 0.17% of 360,000 active; inhibition, % at 10 µM; multiplex microsphere protease substrate cleavage, flow cytometry; AID 588499; note: plate controls were buffer without enzyme for full effect and enzyme alone for no effect
The depositor's hits bear a star; i = inactive; . = no result given. Cut-off read from the data, not from the text of the source, unless noted: active = inhibition above about 30%; inconclusive = no clear call, values can overlap the other calls; inactive = below that. Some of the compounds tested (hit frequency here may not be typical).

SMILES | Anthrax LF inh2 | SSB-PriA inh | PrPC surface inh | TcdB GH inh | 3CLpro inhibitor | PfHsp40 rescue | BH1578 lux ind | Y pestis TopoI | BoNT A protease
O=C(NC(c1ccccc1)C(Cl)Cl)c1ccccc1 (stereo not given) | 0 | -7 | 3 | . | 4 | -0.5 | -2.6 | 3 | 0.0
Cn1nc(C2CC2)cc1NC(=O)C1(C)CCN1C(=O)CC(c1ccccc1)c1ccccc1 (stereo not given) | -1 | . | 0 | 0.9 | . | . | -0.5 | 18 | -0.6
O=C(Nc1ccc(OC(F)F)c(Cl)c1)C(c1ccccc1)c1ccccc1 | 1 | 3 | 10 | 0.3 | 2 | 0.4 | -0.3 | -9 | 0.7
COc1ccc(S(=O)(=O)N2CCC(N3CCN(c4ccccc4OC)CC3)CC2)cc1 | 3 | -5 | -13 | 0.5 | -2 | -0.6 | 1.1 | 8 | 0.8
Cc1ccn2c(=O)nc(SCC(=O)NCCc3ccccc3)nc2c1 | . | -31 | 6 | 1.4 | . | -0.8 | -0.4 | 0 | .
O=C(C[C@H]1C[C@H](C(=O)N2CCOCC2)[C@@]2(CCC3CCCC3)c3[nH]c4cc(-c5ccco5)ccc4c3CCN2C1=O)NCC12CC3CC(CC(C3)C1)C2 | -2 | 1 | -2 | -0.5 | . | -0.7 | -0.2 | 20 | 0.1
Cc1nn2c(-c3ccc(Cl)cc3)ccnc2c1-c1ccccc1 | -8 | -23 | 2 | . | -2 | -0.1 | 1.3 | -1 | 0.8
COc1cc(Br)cc(CN2CCN(C/C=C/c3ccccc3)CC2)c1O | -6 | 26 | -5 | 1.4 | 9 | -0.4 | i | 29 | -1.6
Cc1cc(OCCCC(=O)Nc2nnc(C3CC3)s2)ccc1Cl | -8 | 0 | 4 | 1.1 | . | -1.2 | i | -8 | 0.0
Cc1cccc(NC(=S)NCCC(C)C)c1 | -2 | -17 | 9 | . | 3 | 0.3 | -0.2 | 8 | -0.6
COc1ccc(N2CCN(C(=O)NCc3cccc(OC)c3)CC2)cc1 | -1 | -9 | -2 | 2.6 | -4 | 1.0 | i | 1 | 0.1
COc1ccc2c3c1OC1[C@H](O)CCC4[C@@H](C2)N(C)CC[C@]314 (stereo not given in full) | -4 | -2 | 1 | 2.0 | . | -0.3 | 0.3 | -5 | -1.1
Cc1ccc(Cl)cc1NS(=O)(=O)N1CCOCC1 | 0 | -1 | 4 | 0.7 | -1 | 1.5 | 0.1 | -10 | 0.1
O=C(NCCN1CCC(n2c(=O)[nH]c3ccccc32)CC1)c1cccnc1 | 3 | . | 0 | 1.9 | . | . | . | . | 0.1
COc1ccc(NS(=O)(=O)c2cc(NC(=O)C3CC3)ccc2N2CCOCC2)cc1 | 0 | -2 | -4 | 0.4 | 1 | 1.3 | i | 4 | -0.2
O=S(=O)(/N=C(/Nc1cccc2ccccc12)c1ccccc1)c1cccs1 | -9 | . | 1 | . | 3 | -0.1 | -0.1 | 11 | -0.4
Cc1cnc(CN2CCCC(C(=O)c3ccc4c5c(cccc35)CC4)C2)[nH]1 (stereo not given) | -2 | 18 | -11 | 0.4 | -2 | -0.2 | -0.3 | 11 | -0.1
O=C(CSc1nc2ccccc2c(=O)n1Cc1ccco1)N1CCN(c2ccccc2)CC1 | -3 | 3 | -1 | . | 1 | 6.6 | -0.6 | 29 | -1.1
COc1ccccc1-c1nnc(SCC(=O)N2CCOCC2)n1-c1ccccc1 | 2 | -10 | 12 | . | 3 | 1.5 | i | -8 | 0.4
C=C1c2cccc(OC)c2O[C@H](C(=O)OCC)[C@@H]1CCCCCC | -3 | -6 | . | . | . | 2.0 | -5.6 | 39 | 0.2
O=c1cnnc(Nc2ccc(F)cc2)[nH]1 | 1 | -9 | 1 | -0.3 | -1 | 1.0 | -0.2 | 5 | -0.2
Cc1c(CCC(=O)N[C@@H](C)C(=O)O)c(=O)oc2cc3oc4c(c3cc12)CCCC4 | 1 | -7 | -3 | 0.1 | 0 | 1.4 | i | 11 | -2.9
COc1ccc(OCCC(=O)OCC(=O)NCc2ccccc2OC)cc1 | 4 | -21 | 1 | 1.1 | . | -0.3 | i | 7 | 1.6
CCOc1cc(/C=N/Nc2ccccc2Cl)ccc1OCC(=O)O | 0 | . | 5 | -1.2 | -1 | 6.1 | -0.7 | 0 | 0.5
O=C(CSc1ncn[nH]1)NCc1ccc2c(c1)OCO2 | -4 | 1 | -2 | 0.6 | 1 | -0.7 | i | -2 | 0.3
More records:
SMILES | Anthrax LF inh2 | SSB-PriA inh | PrPC surface inh | TcdB GH inh | 3CLpro inhibitor | PfHsp40 rescue | BH1578 lux ind | Y pestis TopoI | BoNT A protease
O=C(COC(=O)CSc1ccc(F)cc1)NCc1ccco1 | 2 | 3 | 5 | -0.9 | . | -1.2 | -0.4 | -7 | -0.5
CC12CC(O)C3c4ccc(O)cc4CCC3C1CCC2=O (stereo not given) | 0 | -12 | -2 | 1.6 | -4 | -0.5 | -0.6 | -6 | -0.3
COc1ccc(OCC(=O)Nc2ccc3oc(-c4ccncc4)nc3c2)cc1 | -1 | -8 | -6 | -0.1 | 1 | 0.9 | 0.2 | 1 | 0.4
Cc1ccc(Oc2ccc(NC(=O)CCC(=O)OCC(=O)c3cccs3)cc2)cc1C | -7 | -8 | 0 | . | -8 | -0.4 | -0.2 | 5 | 0.4
CCOc1ccc2[nH]c(=O)c(C(c3nnnn3CCOC)N3CCOCC3)cc2c1 (stereo not given) | -2 | -13 | 4 | . | -1 | 0.3 | -0.8 | 0 | 0.2
O=C(Nc1cccc(-c2nn[nH]n2)c1)c1cccs1 | -6 | 4 | 1 | -3.7 | -3 | 0.1 | 6.7 | 9 | -2.4
CCCN(CCC)c1nc(N)nc(-c2cc(Cl)ccc2OC)n1 | -1 | -10 | -8 | . | 0 | -1.0 | i | -5 | 1.0
CC12CCCC(=O)C1CCC(=Cc1ccco1)C2=O (stereo not given) | -12 | . | -3 | 0.1 | . | . | -0.5 | 11 | -0.3
CCOc1ccc(S(=O)(=O)NCc2ccc(C)cc2)c2cccnc12 | -2 | -14 | -6 | . | 7 | 0.2 | 0.9 | 0 | -0.6
O=C(Cc1sc(Nc2ccccc2)nc1-c1ccccc1)NCc1ccccn1 | 1 | 2 | 5 | 0.5 | 1 | 0.4 | -0.4 | -7 | 1.1
COc1ccc(CNC(=O)C2CCCN2C(=O)NC2CCCCC2)cc1 (stereo not given) | -6 | -7 | 2 | . | 0 | 0.8 | i | -3 | -0.9
Cc1ccccc1CN1CCN(CC2CC3C=CC2C3)CC1 (stereo not given) | -2 | -11 | 0 | . | 0 | 0.7 | i | 6 | 0.3
CCOc1ccc(CN(C)C(=O)NNC(=O)c2ccc(C)cc2)cc1OC | -3 | -10 | 4 | 0.0 | 2 | -0.8 | -0.3 | 0 | 1.9
Cc1ccc(C)c(N2CCN(C(=O)c3ccc(CSc4nc5ccncc5[nH]4)cc3)CC2)c1 | -11 | 13 | 6 | 0.6 | 1 | 1.7 | -0.2 | -3 | -0.3
CC(C)n1c(O)c(C2c3cc(Cl)ccc3Oc3[nH]c(=O)n(C(C)C)c(=O)c32)c(=O)[nH]c1=O (stereo not given) | 2 | -14 | . | . | -3 | 281* | i | 3 | -0.6
COC(=O)C1=C(C)NC(C)=C(C(=O)O[C@@H]2CCCN(Cc3ccccc3)C2)[C@@H]1c1cccc([N+](=O)[O-])c1 | 2 | 35 | 5 | 1.0 | . | 0.5 | i | 21 | -0.6
CC(C)CC(=O)NC(c1ccccc1Cl)c1c(O)ccc2ccccc12 (stereo not given) | -1 | 4 | 16 | . | 13* | 1.9 | -0.3 | -7 | 0.7
Nc1c(-c2ccccc2)cnc2cc(-c3ccccc3)nn12 | 0 | -6 | 3 | 0.1 | 2 | 1.4 | i | -13 | -0.7
CCOC(=O)c1c(CN(CC)CC)n(-c2ccccc2)c2ccc(O)cc12 | -18 | -4 | -2 | 3.1 | 1 | 0.1 | -0.9 | 8 | -1.2
CC(C)N(C(=S)NC1CC2CCC1C2)c1ccccc1 (stereo not given) | -2 | -13 | 0 | 0.1 | 6 | 0.5 | -0.2 | 17 | -1.4
COc1ccc(CNC(=O)C(OC(=O)c2ccco2)c2ccc(F)cc2)cc1 (stereo not given) | 9 | -11 | 0 | 0.6 | 1 | 0.4 | -2.1 | 7 | -0.2
Cc1nc(=O)c(-c2ccccc2)c(C)n1-c1cccc(C(=O)O)c1 | 4 | -19 | 10 | . | 2 | 1.4 | 2.8 | 7 | 0.9
CN(Cc1cc2ccccc2[nH]c1=O)S(=O)(=O)c1ccccc1 | -2 | -8 | -3 | . | 0 | -0.8 | i | 5 | -0.5
Cn1ncc(Br)c1NC(=O)c1cc(Cl)cc(Cl)c1 | 5 | -4 | . | . | -3 | -0.9 | i | -5 | -1.2
Cc1nn(Cc2cccc(C(=O)NC(C)c3ccc(C(C)(C)C)cc3)c2)c(C)c1[N+](=O)[O-] (stereo not given) | -4 | 9 | 6 | . | 7 | 0.7 | -0.4 | 37 | -0.7

8 entries from above, reformatted:
Order of results: Anthrax LF inh2 | SSB-PriA inh | PrPC surface inh | TcdB GH inh | 3CLpro inhibitor | PfHsp40 rescue | BH1578 lux ind | Y pestis TopoI | BoNT A protease
- CCOc1ccc2[nH]c(=O)c(C(c3nnnn3CCOC)N3CCOCC3)cc2c1 (stereo not given)
  -2 | -13 | 4 | . | -1 | 0.3 | -0.8 | 0 | 0.2
- O=C(Nc1cccc(-c2nn[nH]n2)c1)c1cccs1
  -6 | 4 | 1 | -3.7 | -3 | 0.1 | 6.7 | 9 | -2.4
- CCCN(CCC)c1nc(N)nc(-c2cc(Cl)ccc2OC)n1
  -1 | -10 | -8 | . | 0 | -1.0 | i | -5 | 1.0
- CC12CCCC(=O)C1CCC(=Cc1ccco1)C2=O (stereo not given)
  -12 | . | -3 | 0.1 | . | . | -0.5 | 11 | -0.3
- CCOc1ccc(S(=O)(=O)NCc2ccc(C)cc2)c2cccnc12
  -2 | -14 | -6 | . | 7 | 0.2 | 0.9 | 0 | -0.6
- O=C(Cc1sc(Nc2ccccc2)nc1-c1ccccc1)NCc1ccccn1
  1 | 2 | 5 | 0.5 | 1 | 0.4 | -0.4 | -7 | 1.1
- COc1ccc(CNC(=O)C2CCCN2C(=O)NC2CCCCC2)cc1 (stereo not given)
  -6 | -7 | 2 | . | 0 | 0.8 | i | -3 | -0.9
- Cc1ccccc1CN1CCN(CC2CC3C=CC2C3)CC1 (stereo not given)
  -2 | -11 | 0 | . | 0 | 0.7 | i | 6 | 0.3

Following part.
SMILES | Anthrax LF inh2 | SSB-PriA inh | PrPC surface inh | TcdB GH inh | 3CLpro inhibitor | PfHsp40 rescue | BH1578 lux ind | Y pestis TopoI | BoNT A protease
Cc1ccc(-n2nc3c(=O)n(CCCC(=O)NCCc4ccccc4C)nc(C)c3c2C)cc1 | 2 | -6 | 14 | -2.2 | 1 | -1.0 | -4.2 | 21 | -0.2
CCOc1ccc(NS(=O)(=O)c2c(C(=O)N3CCCCCC3)c(C)n(C)c2C)cc1 | -1 | 9 | -4 | 1.4 | -5 | -0.3 | 5.3 | 9 | -0.4
COc1ccc(-c2cc(C(=O)N3CC(C)CC(C)C3)c3ccccc3n2)cc1 (stereo not given) | -1 | -2 | 7 | 0.3 | . | 0.1 | -1.0 | 11 | 0.9
O=c1c(Cc2ccc(F)cc2)c(O)ccn1C1CCCCC1 | -2 | -1 | 6 | . | -7 | -0.1 | -0.3 | 6 | -0.8
CC(C)CNC(=O)c1ccc(COc2ccc(Cl)cc2Cl)o1 | 0 | -35 | 3 | . | 5 | 0.8 | 4.6 | -6 | -1.2
Nn1c(SC/C=C/c2ccccc2)nnc1-c1cccnc1 | -3 | -3 | -3 | . | 1 | 0.0 | i | 2 | 2.7
CCOc1ccc(S(=O)(=O)N2CCN(C(=O)Cc3ccc(S(=O)(=O)N4CCOCC4)s3)CC2)cc1 | 2 | 4 | -4 | -1.3 | . | -1.4 | -2.4 | 14 | 4.1
